# EPAC1 antagonist = EPAC1 (human) antagonism | O95398 | EPAC1 GEF assay, Rap1b-BODIPY-GDP exchange fluorescence | Potency, µM (doses to about 115 µM), inactives show top-dose activity change, negative = inhibition, usual class: inhibitors | actives 0.14% (n = 360,000) | AID 720709;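 note: potency is the fitted concentration of half-maximal effect; plate controls were vehicle for no effect and positive control for full effect; nearly all actives have a fitted effect of over 50% in size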
# PI5P4Ka inh = blocks human PI5P4K alpha kinase activity; actives 1.2% (n = 330,000); max response, %; PI5P4Kalpha enzyme, ADP-Glo luminescence, 60 min; hits give low values; P48426; active = max response of -50% or lower; inconclusive = between -30% and -50%; inactive = -30% or higher; note: value at the top dose of about 77 µM; % is set by controls: 0 for no effect and ±100 for the full control effect
#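 Compounds were pin-transferred onto PI5P4Kalpha and substrate in HEPES pH 7.4 buffer with EGTA, CHAPS and 5% DMSO. ATP (5 microM final) started the reaction, which ran 60 minutes at room temperature before ADP-Glo detection.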
# EPAC2 ag = agonists of human EPAC2 (RAPGEF4) | EPAC2 activation, biochemical qHTS; response scale: 100% = 6.5 mM cAMP response | Potency, µM (series often up to 154 µM), for the others: top-dose activation, actives largely listed as activators | actives 0.079% (n = 360,000); note: potency is the fitted concentration of half-maximal effect; nearly all actives have a fitted effect of over 50% in size
# Target sequence (Q8WZA2 whole entry, looked up): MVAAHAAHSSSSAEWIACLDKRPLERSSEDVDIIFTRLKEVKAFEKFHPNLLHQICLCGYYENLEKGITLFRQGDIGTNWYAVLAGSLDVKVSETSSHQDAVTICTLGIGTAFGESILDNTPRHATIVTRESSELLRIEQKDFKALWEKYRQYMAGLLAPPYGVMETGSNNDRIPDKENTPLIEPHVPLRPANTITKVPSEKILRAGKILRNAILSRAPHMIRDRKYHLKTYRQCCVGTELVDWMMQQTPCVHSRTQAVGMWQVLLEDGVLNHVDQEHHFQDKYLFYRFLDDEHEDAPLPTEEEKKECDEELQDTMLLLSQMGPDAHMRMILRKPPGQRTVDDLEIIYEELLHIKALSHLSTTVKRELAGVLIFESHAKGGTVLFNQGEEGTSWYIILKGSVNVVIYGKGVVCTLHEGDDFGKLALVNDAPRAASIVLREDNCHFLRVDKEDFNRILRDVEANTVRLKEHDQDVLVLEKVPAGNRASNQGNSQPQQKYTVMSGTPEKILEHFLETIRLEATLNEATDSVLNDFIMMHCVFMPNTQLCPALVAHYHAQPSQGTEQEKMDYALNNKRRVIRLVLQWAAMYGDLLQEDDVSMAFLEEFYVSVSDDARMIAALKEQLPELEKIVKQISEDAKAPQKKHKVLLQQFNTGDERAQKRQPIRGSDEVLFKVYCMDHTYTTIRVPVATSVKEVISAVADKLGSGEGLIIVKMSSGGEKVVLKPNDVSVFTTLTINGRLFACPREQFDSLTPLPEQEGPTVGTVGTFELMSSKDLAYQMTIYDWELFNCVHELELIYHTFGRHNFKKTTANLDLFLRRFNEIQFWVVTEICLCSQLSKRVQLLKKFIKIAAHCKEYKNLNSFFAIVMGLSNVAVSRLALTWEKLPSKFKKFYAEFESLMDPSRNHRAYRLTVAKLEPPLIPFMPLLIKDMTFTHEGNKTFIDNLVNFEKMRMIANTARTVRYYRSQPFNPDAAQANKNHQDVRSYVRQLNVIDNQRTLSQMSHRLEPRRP
#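 Compounds were added across a concentration range to EPAC2 (100 nM), RAP1B-BODIPY-GDP (250 nM) and GDP (50 uM). After 5 min at room temperature, fluorescence was recorded at 5-min intervals for 30 min.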
# CCT chaperon mod = modulators of cytosolic chaperonin (CCT/TRiC) activity | activity change, % (test concentration not listed), hits read low | actives 0.3% (n = 360,000) | purified chaperonin ATPase assay, HTRF ADP detection, 30 min | AID 651819; in the data active = activity change below about -30%; note: % is set by controls: 0 for no effect and ±100 for the full control effect
#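 We incubate TRiC, 40 or 20 nM final, with library compounds at 76 uM and 10 uM ATP for 30 min at 37 °C. ADP formed is detected with Transcreener HTRF reagents after 30 min at room temperature.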
# PLK1 PBD inh = blocks phosphopeptide binding to human PLK1 polo-box domain. P53350. Plk1 PBD binding of FITC phosphopeptide, fluorescence polarization. Potency, µM, inactives show max response, negative = inhibition, most hits filed as inhibitors. actives 2.8% (n = 360,000); note: potency is the fitted concentration of half-maximal effect; series mostly up to about 57 µM; % is set by controls: 0 for no effect and ±100 for the full control effect; nearly all actives have a fitted effect of over 65% in size
# IL2 activator = activators of IL-2; IL-2 activation reporter assay, cell-based qHTS; stimulated with anti-CD3/CD4/CD28 beads; in transgenic mouse T cells; activation, % (series mostly up to about 46 µM); actives 0.065% (n = 360,000); AID 652025; in the data active = activation above about 50%; inconclusive = mostly about 30% to 49%; note: 0% is about no effect
#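 Unstimulated transgenic mouse T cells; 60-min compound exposure; bead-based TCR/CD4/CD28 stimulation; 18 h culture, 37 degrees C; dual fluorescence (EGFP, DsRed) plate cytometry.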
# WRN inhibitor = blocks human WRN helicase; Q14191; WRN helicase unwinding, fluorescent forked duplex, kinetic; Potency, µM (titrated, usually from 114 µM), without a hit: at the highest dose activity change, negative = inhibition, actives largely listed as inhibitors; actives 0.46% (n = 360,000); AID 651768; note: potency is the fitted concentration of half-maximal effect; % is set by controls: 0 for no effect and ±100 for the full control effect; nearly all actives have a fitted effect of over 55% in size
#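 Enzyme (20 nM final) and test compound sit together 15 min at room temperature before substrate addition. Substrate is a single-forked duplex oligonucleotide (100 nM) labelled with fluorophore and quencher, with 2 mM ATP; helicase unwinding raises red fluorescence, read kinetically.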
# EPAC1 agonist = agonists of human EPAC1; O95398; EPAC1 agonist qHTS, biochemical assay; response scale: 100% = response to 6.5 mM cAMP; Potency, µM (doses to about 154 µM), for inactives: top-dose activation, most hits filed as activators; actives 0.073% (n = 360,000); AID 720707; note: potency is the fitted concentration of half-maximal effect; nearly all actives have a fitted effect of over 60% in size
#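 Multi-concentration qHTS readout: loss of Rap1B-bound BODIPY-GDP fluorescence driven by 100 nM EPAC1 with excess GDP (50 uM), monitored kinetically at room temperature; agonist response expressed relative to 6.5 mM cAMP.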
# Numbers without * were called inactive; ? = inconclusive; nt = not tested or not shown; [ ] = dose if it differs, or a comment. Unless noted, calls come from the whole dose curve; as a rule, active = well fitted curve in the direction sought with a large enough effect; inconclusive = small, poorly fitted or top-dose-only effect, or another doubt; inactive = no such curve, though single readings can be large; an effect the other way counts as inactive or inconclusive. Not all compounds are listed, so the mix of outcomes need not match the whole.
no.	molecule	EPAC1 antagonist	PI5P4Ka inh	EPAC2 ag	CCT chaperon mod	PLK1 PBD inh	IL2 activator	WRN inhibitor	EPAC1 agonist
1	O=C(c1ccco1)N(Cc1ccc([N+](=O)[O-])cc1)c1ccc(Cl)cc1	-2.8%	3.9	4.7%	-1.5	-28.9%	4.3	-4.4%	-1.8%
2	CCn1c2ccccc2c2nnc(SCC(=O)N(C)C3CCS(=O)(=O)C3)nc21 (stereo not given)	?	2.0	2.8%	-3.5	-8.5%	0.0	1.1%	18.2%
3	Cn1c(SCC(N)=O)nnc1-c1ccc(C(C)(C)C)cc1	-0.9%	3.4	2.0%	-2.3	3.0%	1.7	-1.7%	-11.0%
4	CCCCCCCCN1C(=O)[C@H](CC(=O)N2CCN(C(=O)C3CC3)CC2)C[C@@]2(C(=O)OC)CC(C)(C)CC=C12	?	1.5	-15.5%	nt	-19.3%	-0.3	-7.6%	-28.3%
5	CC(=O)Nc1ccc(C(=O)OCC(=O)N(c2ccccc2)C2CCS(=O)(=O)C2)cc1 (stereo not given)	-27.3%	0.7	7.1%	-2.2	-6.0%	0.6	-3.4%	-2.6%
6	Cn1c(N)c(C(=O)N/N=C/c2ccccc2)sc1=S	34.2%[activator]	5.1	5.1%	-1.4	1.0%	-1.2	0.6%	6.6%
7	O=C(NC1CCCC1)C1c2ccccc2OCC(=O)N1CCc1ccccc1 (stereo not given)	-1.7%	-27.4	4.6%	-2.3	-3.9%	-0.4	1.9%	-18.9%
8	CC1CCN(S(=O)(=O)N2CCC(C(=O)O)CC2)CC1	1.1%	-0.8	-0.4%	0.7	-7.0%	1.0	-31.6%[57.1 µM]	-4.8%
9	CCOC(=O)Cn1cc(C(=O)c2ccco2)c2ccccc21	-29.4%	2.6	2.0%	-1.6	-6.0%	-2.9	-6.3%	6.1%
10	O=C(N/N=C\c1ccc(-c2ccc([N+](=O)[O-])cc2)o1)c1ccc2c(c1)OCO2	15.2%	-12.2	5.2%	-1.9	-2.9%	1.0	2.5%	7.2%
11	Cc1cc(C)c(NC(=O)COC(=O)c2nc3nccc(C)n3n2)c(Cl)c1	3.0%	2.6	-0.9%	2.3	-3.2%	-0.3	-8.1%	9.2%
12	CCOC(=O)N1CCC(N2C(=O)c3ccccc3C2Nc2ccc3c(C)cc(=O)oc3c2)CC1 (stereo not given)	-16.9%	3.5	6.3%	-1.1	-5.3%	-1.5	0.3%	-4.0%
13	O=C(CN1C(=O)NC2(CCCC2)C1=O)Nc1ccc(Cl)cc1C(F)(F)F	-28.7%	-2.1	5.3%	0.6	-14.4%	0.0	9.4%	-7.8%
14	O=C(OCc1cn([C@@H]2C[C@H](c3ccc(Cl)cc3)N(C(=O)c3cccs3)C[C@H]2O)nn1)c1ccccc1	-11.9%	6.6	8.9%	0.9	-4.9%	0.1	-7.9%	6.6%
15	CC1CCC(NC(=O)CN(C)S(=O)(=O)c2ccc3c(c2)CCC(=O)N3)CC1 (stereo not given)	-21.4%	-4.8	9.5%	1.2	-14.8%	-0.6	2.4%	3.8%
16	Cc1c(NC(=O)c2cc(-c3ccco3)on2)c(=O)n(-c2ccccc2)n1C	8.2%	nt	6.8%	0.3	-18.7%	-0.3	-2.0%	8.9%
17	CCCCCCOC(=O)Cc1c(C)nc(-c2ccccc2)[nH]c1=O	0.0%	13.4	-2.5%	-1.2	-6.7%	0.8	-4.6%	1.7%
18	CCc1ccnc(NC(=O)NS(=O)(=O)c2ccc(C)cc2)c1	3.9%	2.7	5.3%	-2.8	2.1%	2.8	-24.7%	2.9%
19	CC[C@@H]1C=C(C(=O)O)[C@H](c2ccc(OC)c(OC)c2)N1S(=O)(=O)c1ccc(C)cc1	3.8%	-6.2	11.0%	0.0	-21.7%	-0.2	4.0%	0.6%
20	O=C(NCc1ccccc1)C(c1cccnc1)N(C(=O)c1ccccn1)c1ccccc1F (stereo not given)	6.2%	-4.2	16.2%	-4.2	-15.0%	1.3	-1.7%	7.7%
21	Cc1cccc(C(=O)OC(C)CN2CCOCC2)c1 (stereo not given)	-3.0%	-4.7	6.0%	0.1	1.1%	0.2	0.8%	0.6%
22	Cc1ccccc1CSCC(=O)NC(=O)NC(C)(C)C	3.0%	nt	-4.2%	-0.9	-1.0%	-0.2	-2.9%	-2.1%
23	CCOC(=O)c1ccc2c(c1)N(CC(=O)N1CCCCC1)C(=O)C(C)(C)O2	-11.8%	nt	4.6%	-1.5	-2.8%	0.5	2.6%	0.0%
24	CC(C)(C)c1cc(C(=O)N/N=C/c2ccc(-c3ccccc3[N+](=O)[O-])o2)n[nH]1	13.3%	-15.8	-1.9%	0.3	?	-3.4	4.1%	-1.9%
25	CCOC(=O)c1ccc(COC(=O)CNC(=O)CNC(=O)Cc2ccccc2)cc1	-8.8%	-1.4	-2.9%	-0.4	3.6%	-4.0	-14.6%	2.4%

# Reprinted at random: 3 records from the list
no.	molecule	EPAC1 antagonist	PI5P4Ka inh	EPAC2 ag	CCT chaperon mod	PLK1 PBD inh	IL2 activator	WRN inhibitor	EPAC1 agonist
14	O=C(OCc1cn([C@@H]2C[C@H](c3ccc(Cl)cc3)N(C(=O)c3cccs3)C[C@H]2O)nn1)c1ccccc1	-11.9%	6.6	8.9%	0.9	-4.9%	0.1	-7.9%	6.6%
1	O=C(c1ccco1)N(Cc1ccc([N+](=O)[O-])cc1)c1ccc(Cl)cc1	-2.8%	3.9	4.7%	-1.5	-28.9%	4.3	-4.4%	-1.8%
22	Cc1ccccc1CSCC(=O)NC(=O)NC(C)(C)C	3.0%	nt	-4.2%	-0.9	-1.0%	-0.2	-2.9%	-2.1%

# Following part:
no.	molecule	EPAC1 antagonist	PI5P4Ka inh	EPAC2 ag	CCT chaperon mod	PLK1 PBD inh	IL2 activator	WRN inhibitor	EPAC1 agonist
26	O=c1[nH]c(-c2ccccc2F)nc2c1sc(=S)n2Cc1ccccc1	-25.6%	0.6	-0.7%	-0.8	?	4.6	-16.6%	-10.1%
27	CCC(C(=O)NCc1ccco1)N(C(=O)CNS(=O)(=O)c1ccccc1)c1ccc(OC)cc1 (stereo not given)	-11.4%	nt	4.9%	-1.2	-5.6%	0.4	-1.5%	13.1%
28	CC(C)C(NC(=O)c1ccccc1F)C(=O)NCc1ccc(S(=O)(=O)N2CCOCC2)cc1 (stereo not given)	2.0%	0.3	6.3%	0.4	-4.0%	-1.2	2.2%	2.6%
29	CN1C(=O)SC(Nc2ccccc2C(=O)O)C1=O (stereo not given)	0.0%	-5.2	-5.1%	0.9	-2.6%	-2.4	-0.8%	-5.1%
30	CC1CN(C2CCCCC2)C(=S)N(c2ccccc2)C1=O (stereo not given)	-2.4%	7.9	8.8%	-0.2	-0.8%	-0.7	-7.4%	12.0%
31	CCCCn1c(SCc2ncc(-c3ccccc3)o2)nc2cc(S(N)(=O)=O)ccc21	-13.8%	-14.5	10.5%	-2.2	-15.4%	-3.6	-6.8%	22.3%
32	CCOP(=O)(c1ccccc1)C1(O)CCCCC1 (stereo not given)	-5.3%	6.8	-8.2%	-2.1	-15.1%	-0.5	8.4%	-1.7%
33	COc1ccc(N2CCN(C(=O)c3ccc(Oc4ccc(C(F)(F)F)cn4)cc3)CC2)cc1	-16.6%	nt	1.2%	-2.3	-1.6%	-3.4	5.5%	17.2%
34	O=C(Nc1nc2nccc(-c3ccccc3)n2n1)c1ccccc1	3.6%	-4.6	-0.6%	-0.1	-1.7%	0.7	-11.2%	-7.3%
35	Cc1cccc([C@H]2[C@@H]3C=CC[C@@H](C)[C@@H]3C(=O)N2Cc2ccccc2)c1	-28.6%	-1.4	7.3%	1.3	-1.0%	0.8	-17.4%	-13.8%
36	N#Cc1ccc2c(c1)nnn2-c1ccccc1	9.8%	-2.1	3.1%	-2.2	4.0%	1.4	-0.6%	-4.6%
37	CCc1nnc(NC(=O)[C@@H](NS(=O)(=O)c2ccc3c(c2)OCCO3)C(C)C)s1	-20.0%	1.8	4.7%	-0.7	-21.7%	0.0	3.3%	-2.2%
38	CN(C)C(=O)CSC1c2ccccc2C(=O)N1c1ccccc1 (stereo not given)	-2.4%	nt	5.8%	-3.8	-9.1%	-0.3	-7.1%	6.2%
39	C=CCn1c(=O)c2ccccc2n2c(SC(C)C(N)=O)nnc12 (stereo not given)	1.8%	1.8	5.1%	-0.3	-4.2%	-0.2	-2.0%	2.8%
40	COc1ccc(C(CNC(=O)CCNC(=O)c2ccc(Br)cc2)N2CCOCC2)cc1 (stereo not given)	-0.7%	-6.2	-7.1%	-4.0	-6.6%	0.3	9.2%	-3.0%
41	CC1COC2C(O1)N(S(C)(=O)=O)CCN2S(C)(=O)=O (stereo not given)	13.1%	nt	4.6%	-1.5	-7.7%	-2.6	6.5%	1.1%
42	CCC(C)C1Nc2ccc(C(=O)NCc3ccc4c(c3)OCO4)cc2NC1=O (stereo not given)	-16.0%	2.4	7.6%	1.1	-5.7%	-0.2	3.0%	-1.1%
43	COc1ccc(C)cc1N(C(=O)c1snc(C(N)=O)c1N)C(C(=O)NC1CCCC1)c1ccc(F)cc1 (stereo not given)	-22.2%	1.5	0.1%	0.1	5.9%	-0.3	-12.2%	5.9%
44	CNC(=O)c1c(NC(=O)c2ccco2)sc2c1CCC2	16.3%	-0.2	4.5%	-7.1	-4.1%	-1.8	1.8%	-6.4%
45	Cc1cc(NS(=O)(=O)c2ccc(NC(=O)C(CC(C)C)N3C(=O)c4ccccc4C3=O)cc2)nc(C)n1 (stereo not given)	-6.4%	nt	3.4%	-1.0	-17.1%	-3.8	-17.0%	0.7%
46	CCc1nc(SCC(=O)Nc2ccc(N(C)C)cc2)n[nH]1	-14.6%	-6.2	7.7%	-1.3	2.3%	-0.9	-11.7%	-13.0%
47	Cc1cc(OCCN2CCN(S(=O)(=O)c3ccccc3F)CC2)ccc1C(C)C	-5.8%	6.4	3.2%	2.1	4.0%	1.1	-11.8%	-12.4%
48	COc1ccccc1S(=O)(=O)N1CCC(C(=O)O)(c2ccccc2)CC1	-2.7%	0.8	0.9%	-6.9	-12.9%	0.2	1.7%	-3.6%
49	COc1ccc(OC)c(N(CC(=O)Nc2ccc3c(c2)OCCO3)S(C)(=O)=O)c1	-6.2%	2.4	-7.5%	-5.2	-8.4%	0.0	-2.3%	-1.1%
50	CC(C(=O)NC1CCCCC1)N1CCN(S(=O)(=O)c2cccs2)CC1 (stereo not given)	-5.3%	1.0	5.1%	0.9	-14.5%	-0.3	9.8%	1.8%
51	CCOC(=O)C1CCN(C(=O)c2ccccc2)C(CC)C1=O (stereo not given)	12.1%	26.1	11.3%	0.1	-6.2%	-2.5	-1.2%	9.0%
52	O=C(CCc1nnc(Cc2ccc3c(c2)OCO3)o1)NCCc1ccccc1Cl	-26.6%	-20.5	5.4%	0.5	21.2µM*	-5.8	-5.6%	-1.2%

# High-throughput results from PubChem.
